# Compound activity deposited in PubChem by Johns Hopkins Ion Channel Center.
# TRPC4 block = inhibitors of mouse TRPC4 channel, primary screen, Fluo4 calcium, HEK293 TRPC4beta/mu-opioid cells. AID 2247, 2010. B-score at 10 µM. Short transient receptor potential channel 4 (Mus musculus), Q9QUQ5. DAMGO-evoked Fluo4 calcium flux; hits give low values. actives 0.39% (n = 300,000);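 active means B-score over 3 SD under the library average, no early fluorescence shift, positive overall ratio signal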
# Target sequence (Q9QUQ5 whole entry, looked up): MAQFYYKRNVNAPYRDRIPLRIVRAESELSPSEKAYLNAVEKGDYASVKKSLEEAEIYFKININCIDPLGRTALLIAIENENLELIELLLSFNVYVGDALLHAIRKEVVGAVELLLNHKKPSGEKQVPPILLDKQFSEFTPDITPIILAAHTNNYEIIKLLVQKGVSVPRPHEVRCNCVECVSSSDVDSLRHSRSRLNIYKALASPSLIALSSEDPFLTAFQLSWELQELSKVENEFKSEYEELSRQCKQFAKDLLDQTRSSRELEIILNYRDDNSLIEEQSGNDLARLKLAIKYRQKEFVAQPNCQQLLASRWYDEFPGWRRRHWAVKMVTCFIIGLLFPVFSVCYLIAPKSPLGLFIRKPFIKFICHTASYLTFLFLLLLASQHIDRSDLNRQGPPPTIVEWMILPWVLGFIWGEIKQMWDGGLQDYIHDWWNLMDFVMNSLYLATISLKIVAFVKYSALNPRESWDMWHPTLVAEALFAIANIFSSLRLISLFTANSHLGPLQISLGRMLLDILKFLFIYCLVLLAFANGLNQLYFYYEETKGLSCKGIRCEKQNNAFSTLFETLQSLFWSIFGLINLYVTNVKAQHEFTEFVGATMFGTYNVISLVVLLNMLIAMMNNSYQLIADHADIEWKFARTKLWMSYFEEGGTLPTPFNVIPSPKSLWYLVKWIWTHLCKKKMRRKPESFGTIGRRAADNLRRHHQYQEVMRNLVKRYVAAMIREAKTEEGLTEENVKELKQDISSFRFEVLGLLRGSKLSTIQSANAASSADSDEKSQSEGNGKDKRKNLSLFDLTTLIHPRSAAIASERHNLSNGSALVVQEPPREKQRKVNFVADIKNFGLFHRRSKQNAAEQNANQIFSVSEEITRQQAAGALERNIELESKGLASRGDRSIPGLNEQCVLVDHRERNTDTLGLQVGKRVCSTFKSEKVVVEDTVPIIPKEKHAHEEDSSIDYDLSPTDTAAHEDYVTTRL
#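 Assay system: TRPC4beta/mu-opioid receptor HEK293 cell line; compound dosing: single concentration per test compound; detection: Fluo4 Ca2+ flux fluorescence; evaluation: per-well B score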
# MrgX1 ag = agonists of human MrgX1 receptor, primary screen, HEK293 cells, Fluo-4 calcium flux. B-score at 10 µM. AID 588627, 2011. Mas-related G-protein coupled receptor member X1 (Homo sapiens), Q96LB2. actives 0.44% (n = 310,000). Fluo-4 calcium fluorescence, agonist mode; hits give high values;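 active means calcium response B-score plate-corrected fluorescence ratio at least 3 library SD, with starting fluorescence B-score inside 5 SD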
#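 System – MrgX1-expressing HEK293 cells · Incubation – cells plated overnight, dye loaded 0.5 h 37 °C, 0.5 h room temperature · Technique – kinetic Fluo-4 NW fluorescence of intracellular calcium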
# MrgX1 antag = antagonists of human MrgX1 receptor, primary screen, HEK293 cells, Fluo-4 calcium flux | Mas-related G-protein coupled receptor member X1 (Homo sapiens), Q96LB2 | B-score at 10 µM | BAM8-22 antagonism; hits give low values | AID 588676, 2011 | actives 1.3% (n = 310,000);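 active means calcium-response B-score plate-corrected more than 3 library SD below zero, starting fluorescence within 5 deviations, no agonist response on first addition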;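 further: peak minus trough fluorescence over baseline after final BAM8-22 challenge near maximal dose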
# TRPC4 potent = positive allosteric modulators of TRPC4, primary screen, cell-based, mouse TRPC4beta, HEK293 mu-opioid, Fluo-4 calcium. Short transient receptor potential channel 4 (Mus musculus), Q9QUQ5. DAMGO EC20, Fluo-4 Ca2+ flux; hits give high values. B-score at 10 µM. actives 0.42% (n = 310,000);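 active means B-score of calcium response area above 5 SD of library B-scores, with initial fluorescence ratio within 5 SD of library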;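 further: B-score of integrated fluorescence ratio over time as area under calcium response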
# MrgX1 PAM = positive allosteric modulators of MrgX1, primary screen, HEK293 cells, Fluo-4 calcium flux; FDSS; hits give high values; actives 0.63% (n = 310,000); Mas-related G-protein coupled receptor member X1 (Homo sapiens), Q96LB2; B-score at 10 µM;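 active means plate-corrected calcium response at least 3 library SD above typical, normal starting fluorescence, not activating the receptor alone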;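 further: compound read alongside a low EC10 to EC30 dose of BAM8-22 agonist; peak minus trough fluorescence over baseline measured at the second addition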
# TRPC4 act = activators of mouse TRPC4 channel, primary screen, Fluo4 calcium, HEK293 TRPC4beta/mu-opioid cells; Short transient receptor potential channel 4 (Mus musculus), Q9QUQ5; Fluo4 calcium fluorescence; hits give high values; B-score at 10 µM; actives 0.49% (n = 310,000);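 active means B-score above 5 SD of library B-scores, and initial fluorescence ratio not above library mean plus 5 SD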;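 further: positive B-score marks a calcium rise read as TRPC4 activation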
#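 Material: HEK293 stable line with TRPC4beta plus mu-opioid receptor; technique: Fluo4 calcium-sensitive dye fluorescence, kinetic, 1 Hz baseline; timing: Fluo4 dye loading 45 min at room temperature, 110 s recording; controls: assay buffer as low control, maximal DAMGO as high control; read-out: integrated baseline-normalised fluorescence ratio, converted to per-well B score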
# TRPC6 inh = mouse TRPC6 channel inhibitors, primary screen, cell-based, HEK293, membrane potential dye; ACh-evoked depolarization; hits give low values; B-score at 10 µM; actives 1.1% (n = 310,000); AID 2553, 2010; Short transient receptor potential channel 6 (Mus musculus), Q61143;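 active means B-score under library mean minus 3 SD, initial fluorescence not abnormally high, positive integrated signal ratio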;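 further: B-score derived from integrated fluorescence ratio over the kinetic read; more negative B-score means stronger inhibition of depolarization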
# TMEM16A act = TMEM16A chloride channel activators or potentiators, primary screen, cell-based, HTS; actives 0.3% (n = 340,000); B-score at 10 µM; AID 623877, 2012; HEK293 TMEM16A/YFP-H148Q/I152L, iodide quench fluorescence; hits give low values;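 active means fluorescence-ratio B-score plate-corrected deviation score at least 3 library SD below zero, with starting fluorescence score within 5 deviations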;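 further: channel opened by trigger with iodide after compound preincubation; score built on the fluorescence ratio of max minus min over baseline; more negative score means more quench and so TMEM16A activation or potentiation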
# RGS4 block = RGS4 inhibitors, primary screen, cell-based, HEK293 M3R inducible RGS4, calcium flux; Regulator of G-protein signaling 4 (Homo sapiens), P49798; B-score at 10 µM; AID 463165, 2010; Fluo-4 calcium flux; hits give high values; triggered by carbachol at its EC20; actives 0.45% (n = 310,000);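 active means B-score, a plate-corrected calcium signal, over three deviations above library mean, with baseline fluorescence within five deviations of library mean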;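 further: RGS4 expression induced by doxycycline in cells with stable M3 receptor; B-score is computed from the integrated fluorescence ratio over baseline after carbachol; higher B-score means a larger calcium signal and so more RGS4 inhibition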
# TRPC6 act = mouse TRPC6 channel activators, primary screen, cell-based, HEK293, membrane potential dye; AID 2550, 2010; Short transient receptor potential channel 6 (Mus musculus), Q61143; B-score at 10 µM; HEK293-TRPC6 membrane potential dye fluorescence; hits give high values; actives 0.13% (n = 310,000);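 active means B-score of the integrated fluorescence ratio above library mean plus 3 SD, and starting fluorescence ratio within library mean plus 5 SD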;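 further: higher score means more depolarization so channel activation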
# TMEM16A inh = TMEM16A chloride channel inhibitors, primary screen, cell-based, HTS; Anoctamin-1 (Mus musculus), Q8BHY3; HEK293 TMEM16A/YFP iodide influx fluorescence, ionomycin; normalized B-score (activity score, 25-100; higher = stronger inhibition) at 10 µM; actives 1.2% (n = 310,000);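 active means ratio plate-corrected score three or more library SD toward inhibition, starting fluorescence score within five deviations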;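 further: score derived from kinetic fluorescence span divided by baseline fluorescence per well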
# The depositor's hits bear a star; i = inactive; x = no result given. Outcome played no part in choosing rows; any-hit rate near 5.8%.
SMILES,TRPC4 block,MrgX1 ag,MrgX1 antag,TRPC4 potent,MrgX1 PAM,TRPC4 act,TRPC6 inh,TMEM16A act,RGS4 block,TRPC6 act,TMEM16A inh
Cc1ccccc1CNC(=O)C(=O)NCC1CCCN1S(=O)(=O)c1ccccc1 (configuration not stated),i,i,i,i,i,i,i,i,i,i,i
COc1cc(-c2nnc3n2N=C(c2ccccc2)CS3)cc(OC)c1OC,i,i,i,i,i,i,i,i,i,i,i
CC(C)COc1ccc(C(=O)OC2CC(C)(C)OCC2CN(C)C)cc1 (configuration not stated),i,i,i,i,i,i,i,i,i,13.9*,i
CCCCc1ccc(NC(=O)C(C)CC)cc1 (configuration not stated),i,i,i,i,i,i,i,i,i,i,i
CC(C)N(CCCNC(=O)C1CCC(CNS(=O)(=O)c2ccccc2)CC1)Cc1ccccc1 (configuration not stated),i,i,i,i,i,i,i,i,i,i,i
O=C(CN1C(=O)COc2ccccc21)NCCCN1CCOCC1,i,i,i,i,i,i,i,i,i,i,i
CSc1ccccc1NC(=O)CSc1nnc(CNC(=O)c2ccccc2F)n1C,i,i,i,i,i,i,i,i,i,i,i
COc1cccc(N2CCN(CC(=O)Nc3ccc(SC(F)F)cc3)CC2)c1,i,i,i,i,i,i,i,i,i,i,i
Cc1ccc(NC(=O)CC2SC(=NCC3CCCO3)NC2=O)cc1Cl (configuration not stated),i,i,i,i,i,i,i,i,i,i,i
CCN(CC)CCN(CC)Cc1ccccc1Br,i,i,i,i,i,i,i,i,i,i,i
CCOC(=O)CN1CC23C=CC(O2)C(C(=O)NCc2cccs2)C3C1=O (configuration not stated),i,i,i,i,i,i,i,i,i,i,i
Cc1cccn2c(=O)c(/C=N/O)c(N3CCOCC3)nc12,i,i,i,i,i,i,i,i,i,i,i
COc1ccc([N+](=O)[O-])cc1NC(=O)N(C)Cc1ccco1,i,i,i,i,i,i,i,i,i,i,i
CCc1c(C)c2c(C)nn(-c3ccccc3)c2[nH]c1=O,i,i,-4.56*,i,i,i,i,i,i,i,i
CC(C)CN1C(=O)N(c2ccc(Cl)cc2)C(C)(O)CC1(C)C (configuration not stated),i,i,i,i,i,i,i,x,i,i,i
CCOC(=O)C1C(c2cccs2)NC(=O)N(C)C1(O)C(F)(F)F (configuration not stated),i,i,i,i,i,i,i,i,i,i,i
CCc1c(C)nc(SCC(=O)N2C(C)CCCC2C)[nH]c1=O (configuration not stated),i,i,i,i,i,i,i,i,i,i,i
Cc1sc(NC(=O)c2oc3ccccc3c2C)c(C#N)c1C,i,i,i,i,i,i,i,i,i,i,i
Cc1cccc2nc(=S)n(C(=O)c3ccco3)n12,i,i,i,i,i,i,i,i,i,i,i
CN(C(=O)CSc1nnc(Cc2cccc3ccccc23)n1N)C1CCS(=O)(=O)C1 (configuration not stated),x,i,i,x,i,x,x,i,x,x,i
COc1ccc(NC(=O)c2ccc(N3C(=O)C4CC=C(C)CC4C3=O)cc2)c(OC)c1 (configuration not stated),i,i,i,i,i,i,i,i,i,i,i
CCOC(=O)C1=C(C)NC(=S)NC1C (configuration not stated),i,i,i,i,i,i,i,i,i,i,i
O=C(CCc1ccccc1)NNC(=O)Nc1ccc(F)c(Cl)c1,i,i,i,i,i,i,i,i,i,i,i
COc1ccc(C/C(C)=N/NC(=O)c2ccncc2)cc1,i,i,i,i,i,i,i,i,i,i,i
COc1ccc(-c2cc3ccc(OC(C)C(=O)O)cc3oc2=O)cc1 (configuration not stated),i,i,i,i,i,i,i,i,i,i,i
O=C(O)CSCc1c(F)cccc1Cl,i,i,i,i,i,i,i,i,i,i,i
Cc1cccc(NC(=O)c2cc(NC(=O)C3CCCCC3C(=O)O)ccc2Cl)n1 (configuration not stated),i,i,i,i,i,i,i,i,i,i,i
COc1ccc(C(=O)N(Cc2ccccc2)c2cccc(C)c2)cc1S(=O)(=O)N1CCOCC1,i,i,i,i,i,i,i,i,i,i,i
COc1ccc(OC)c(/C=N/NC(=O)c2cc[n+](CC(=O)c3ccccc3)cc2)c1,i,i,i,i,i,i,i,i,i,i,i
N#Cc1ccccc1COc1ccc(/C=C/C(=O)O)cc1,i,i,i,i,i,i,i,i,i,i,i
CCOC(=O)N1CCC(NC(=O)c2cc(C(=O)Nc3ccc(S(=O)(=O)N4CCOCC4)cc3)ccc2CO)CC1,i,i,i,i,i,i,i,i,i,i,i
O=C(c1cc(-c2ccccc2)on1)N1CCN(C(=O)c2ccco2)CC1,i,i,i,i,i,i,i,i,i,i,i
CC(C)CN(CC(C)C)S(=O)(=O)N1CCC(C(=O)NCc2cccnc2)CC1,i,i,i,i,i,i,i,i,i,i,i
Cc1cc(C)cc(CN2C(=O)NC3(CCCCCC3)C2=O)c1,i,i,i,i,i,i,i,i,i,i,i
N#Cc1cc2c(nc1SCC(N)=O)CCCCC2,i,i,i,i,i,i,i,i,i,i,i
Cc1ccc(C(=O)Nc2ccc(C)c(S(=O)(=O)N3CCOCC3)c2)c(C)c1,i,i,i,i,i,i,i,i,i,i,i
O=C(NC(=S)Nc1ccccc1N1CCCC1)c1ccccc1[N+](=O)[O-],i,i,i,i,i,i,i,i,i,i,i
COC(=O)c1ccc2c(=O)n(NC(=O)C(c3ccccc3)c3ccccc3)c(=S)[nH]c2c1,i,i,i,i,i,i,i,i,i,i,i
Cc1cc(N2CCN(c3ncccn3)CC2)nc2c(C)cccc12,i,i,i,i,i,i,i,i,i,i,i
Cc1ccc(C(=O)N/C(=C\c2cn(C)c3ccccc23)C(=O)N2CCOCC2)cc1,i,i,i,i,i,i,i,i,i,i,i
Cc1cc(=O)nc2c3ccccc3n(CC(=O)NC3CCCCC3)n12,i,i,i,i,i,i,i,i,i,i,i
O=c1[nH]c2c(n(C3CCCCC3)c1=O)CCC2,i,i,i,i,i,i,i,i,i,i,i
CCCC(=O)Nc1cccc(-c2nc3ccccc3o2)c1,i,i,i,i,i,i,i,i,i,i,i
CC1(OC(=O)c2ccco2)C(=O)C=C2C=C(C3CC3)OC=C2C1=O (configuration not stated),i,i,-4.99*,i,i,i,i,i,i,i,i
COc1cccc(N(C(=O)c2ccco2)C(C(=O)NC2CCCC2)c2ccc(N(C)C)cc2)c1 (configuration not stated),i,i,i,i,i,i,i,i,i,i,i
O=C(CC1S/C(=N\S(=O)(=O)c2ccc(F)cc2)N(c2ccccc2)C1=O)Nc1ccccc1 (configuration not stated),i,i,i,i,i,i,i,i,i,i,i
O=C(NCc1ccccc1)c1csc(-c2cccnc2)n1,i,i,i,i,i,i,i,i,i,i,i
CN(C[C@H](Cc1ccccc1)N(C[C@@H](CC1CCCCC1)N(CCc1ccccc1)N=O)N=O)N=O,i,i,i,i,i,i,i,i,i,i,i
O=C(O)c1cccc(Nc2nc(-c3ccc([N+](=O)[O-])cc3)nc3ccccc23)c1,i,i,i,i,i,i,i,i,i,i,i
CC1(C)CC(=O)c2c(-c3cccnc3)n[nH]c2C1,i,29.3*,i,i,i,i,i,i,i,i,i
Cc1ccc(S(=O)(=O)N2CCN(C(=O)CSc3nnc(C)s3)C2)cc1,i,i,i,i,i,i,i,i,i,i,i
OCC[C@H]1C[C@H](O)[C@@H](O)[C@@]2(OCc3ccccc32)O1,x,i,i,x,i,x,x,i,x,x,i
Cc1ccc(CCNC(=O)C(C)n2nc(C)c3c(C)n(-c4ccccc4)nc3c2=O)cc1 (configuration not stated),i,i,i,i,i,i,i,i,i,i,i
CCOC(=O)N1CCN(C(=O)Cc2ccc(Cl)cc2)CC1,i,i,i,i,i,i,i,i,i,i,i
Cc1c(NC(C)c2ccccc2O)c(=O)n(-c2ccccc2)n1C (configuration not stated),i,i,i,i,i,i,i,i,i,i,i
O=C1CC(C2CCCO2)C(=O)N1c1ccc(Cl)c(Cl)c1 (configuration not stated),i,i,i,i,i,i,i,i,i,i,i
COc1ccc(C(=O)N(C)C2CCCc3ccccc32)cc1OC1CCN(C(C)C)CC1 (configuration not stated),i,i,i,i,i,i,i,i,i,i,i
Cc1cc(N2CCN(c3ccc(F)cc3)CC2)nc(-c2ccccc2)n1,i,i,i,i,i,i,i,i,i,i,i
CC(C[N+](C)(C)C)OC(N)=O (configuration not stated),i,36.5*,i,i,i,i,i,i,i,i,i
O=C(CN1CC[C@@]2(O)CCCC[C@H]2[C@@H]1c1ccc(F)cc1)NCc1ccco1,i,i,i,i,i,i,i,i,i,i,i
# Further records.
SMILES,TRPC4 block,MrgX1 ag,MrgX1 antag,TRPC4 potent,MrgX1 PAM,TRPC4 act,TRPC6 inh,TMEM16A act,RGS4 block,TRPC6 act,TMEM16A inh
COc1ccc(C2=NN(C(C)=O)CC2c2cccc([N+](=O)[O-])c2)cc1 (configuration not stated),i,i,i,i,i,i,i,i,i,i,i
C=CCSc1nc2ccccc2n1Cc1nnc(-c2cccs2)o1,i,i,i,i,i,i,i,i,i,i,i
COc1ccc(-c2nnc3n2-c2ccccc2SC3)cc1OC,i,i,i,i,i,i,i,i,i,i,i
O=c1/c(=C/c2ccc(CNS(=O)(=O)c3ccccc3)o2)sc2n1CCN=2,i,i,i,i,i,i,i,i,i,i,i
